# High-throughput results (PubChem)
# TGFb SMAD3 inh = TGF-b pathway inhibition; AID 588855; HepG2 CAGA-GFP TGF-b/SMAD3 reporter, GFP fluorescence, 18 h; TGF-beta stimulated, 500 pg/mL final; 410,000 compounds, 1.2% hits; Potency, µM (titrated, usually from 46.1 µM), without a hit: top-dose activity, negative = inhibition, actives largely listed as inhibitors; also: % is scaled to controls: 0 for no effect and ±100 for the full control effect; nearly all actives have a fitted effect of over 65% in size
#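 HEPG2 CAGA-GFP, 1000 cells/well; 2 h settle, 37 C; cpd via pin tool; TGF-b 500 pg/mL final; 18 h, 37 C; GFP imaging ex488/em500-530; %Activity normalised to -TGF-b and +DMSO controls; CRC fit, curve class.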
# Nrf2 block = Nrf2 pathway inhibition. A549 ARE-Fluc reporter, luciferase luminescence, 18-24 h. Potency, µM (highest dose often 46 µM), for inactives: top-dose activity change, negative = inhibition, usual class: inhibitors. 360,000 compounds, 2.1% hits; also: % is scaled to controls: 0 for no effect and ±100 for the full control effect; nearly all actives have a fitted effect of over 60% in size
#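 Quantitative HTS in A549 cells stably bearing an antioxidant response element-firefly luciferase construct. Inhibition of Nrf2-driven transcription was scored by luminescence after 18-24 h of compound exposure at 37 °C.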
# A549 viability = counter-screen for Nrf2 inhibitors: cytotoxicity in A549 cells. 390,000 compounds, 0.16% hits. A549 ARE-Fluc cells, CellTiter-Fluor viability, 18-24 h. Potency, µM (top dose mostly 46 µM), without a hit: at the highest dose activity change, negative = cytotoxicity, usual class: inhibitors; also: % is scaled to controls: 0 for no effect and ±100 for the full control effect
#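 Cytotoxicity counterscreen: CellTiter-Fluor fluorescence was measured in A549 ARE_Fluc cells after 18-24 h of compound exposure in a concentration series. The subsequent BugLite luminescent read reports ARE-luciferase activity.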
# MCF10A rereplic = inducers of DNA re-replication in MCF 10A breast cells. MCF 10A DNA re-replication, Hoechst nuclear intensity, 48 h. Potency, µM (highest dose often 46.1 µM), inactives show at the highest dose activity, positive = re-replication, hits mostly activators. 350,000 compounds, 2.9% hits. AID 624296; also: % of control where 0% means no effect; nearly all actives have a fitted effect of over 50% in size
# ATXN2 expr inh = inhibitors of ATXN2 expression; HEK-293 ATXN2-luciferase reporter, luminescence, 24 h; Potency, µM (top dose mostly 57 µM), for inactives: at the highest dose activity change, negative = inhibition, usual class: inhibitors; 360,000 compounds, 0.72% hits; also: % is scaled to controls: 0 for no effect and ±100 for the full control effect; nearly all actives have a fitted effect of over 55% in size
#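 ATXN2-luciferase reporter cells (luciferase flanked by upstream and downstream ATXN2 gene portions) were treated 24 h at 37 °C with compounds at up to 57 uM. SteadyGlo luminescence gave expression; GF-AFC fluorescence gave viability.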
# S2 tox = reduces viability in counter-screen for ATXN expression inhibitors | S2 cells (HEK-293 line with an ATXN2-luciferase reporter) viability, CellTiter-Fluor protease fluorescence, 24 h | Potency, µM (doses to about 56.7 µM), actives largely listed as cytotoxic | 400,000 compounds, 0.49% hits | AID 651635; also: nearly all actives have a fitted effect of over 40% in size
# EPAC2 antag = antagonists of human EPAC2. EPAC2 GEF exchange of Rap1B-BODIPY-GDP, fluorescence. 360,000 compounds, 0.18% hits. Q8WZA2. Potency, µM (highest dose often 114 µM), for the others: top-dose activity, negative = inhibition, actives largely listed as inhibitors; also: % is scaled to controls: 0 for no effect and ±100 for the full control effect; nearly all actives have a fitted effect of over 45% in size; many of its hits are not listed in these tables
# Target sequence (Q8WZA2 whole entry, looked up): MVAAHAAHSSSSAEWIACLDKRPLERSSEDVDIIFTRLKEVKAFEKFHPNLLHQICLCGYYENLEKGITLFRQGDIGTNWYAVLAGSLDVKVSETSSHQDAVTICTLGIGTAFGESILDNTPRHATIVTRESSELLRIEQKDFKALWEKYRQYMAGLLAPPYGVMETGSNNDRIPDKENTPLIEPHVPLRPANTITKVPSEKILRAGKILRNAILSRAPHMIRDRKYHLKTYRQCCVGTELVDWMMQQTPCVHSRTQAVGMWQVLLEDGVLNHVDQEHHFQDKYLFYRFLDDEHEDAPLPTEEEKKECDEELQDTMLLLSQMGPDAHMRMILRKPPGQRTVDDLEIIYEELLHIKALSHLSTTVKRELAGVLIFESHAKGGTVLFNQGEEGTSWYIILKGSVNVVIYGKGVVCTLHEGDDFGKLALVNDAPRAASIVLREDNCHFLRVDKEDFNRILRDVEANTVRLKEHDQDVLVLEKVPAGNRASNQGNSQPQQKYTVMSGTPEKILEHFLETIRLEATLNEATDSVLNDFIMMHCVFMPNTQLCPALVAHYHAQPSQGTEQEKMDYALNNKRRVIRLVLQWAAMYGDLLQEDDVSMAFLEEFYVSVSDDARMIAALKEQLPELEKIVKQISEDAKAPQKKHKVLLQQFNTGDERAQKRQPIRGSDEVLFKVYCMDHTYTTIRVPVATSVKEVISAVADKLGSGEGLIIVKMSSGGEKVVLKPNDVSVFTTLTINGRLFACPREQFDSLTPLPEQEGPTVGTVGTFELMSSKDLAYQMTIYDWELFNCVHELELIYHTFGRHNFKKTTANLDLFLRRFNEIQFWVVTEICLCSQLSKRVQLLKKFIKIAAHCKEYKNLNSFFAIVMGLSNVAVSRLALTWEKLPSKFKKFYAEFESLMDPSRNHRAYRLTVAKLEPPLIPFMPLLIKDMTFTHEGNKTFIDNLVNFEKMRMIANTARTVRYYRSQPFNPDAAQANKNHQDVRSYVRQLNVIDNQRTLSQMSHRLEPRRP
# Nrf2 ARE act = Nrf2 pathway activation. AREc32 ARE-luciferase reporter (MCF7-derived line), luminescence, 24 h. Potency, µM (titrated, usually from 46.1 µM), for the others: at the highest dose activation, most hits filed as activators. 410,000 compounds, 0.31% hits; also: % of control where 0% means no effect; nearly all actives have a fitted effect of over 65% in size
#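 Nrf2 activation is followed as ARE-luciferase induction in the AREc32 line after one day of compound treatment; luminescence is read with Steady-Glo.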
# HepG2 tox = kills HepG2 cells in TGF-b inhibitor counter-screen; HepG2 CAGA-GFP viability, ATP luminescence, 18 h; Potency, µM (top dose mostly 46.1 µM), inactives show top-dose activity change, negative = cytotoxicity, hits mostly cytotoxic; 410,000 compounds, 0.76% hits; AID 588856; also: some results filed as inactive show a strong effect at the top dose
#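 CellTiter-Glo luminescence gave cytotoxicity after 18 hours at 37 degrees C. The cells were HepG2 CAGA-GFP in 1% FBS DMEM, stimulated with 500 pg/mL TGF-beta after compound addition. %Activity was normalised to no-cell wells (complete cell-killing) and DMSO (no toxicity), and curves were fitted and classified.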
# Active calls of the source: *; i = inactive; ? = inconclusive; nt = not tested or not shown; & = joins results of further samples; [ ] = remark or other dose. Calls follow the shape of the dose curve; as a rule, active = well fitted curve in the direction sought with a large enough effect; inconclusive = small, poorly fitted or top-dose-only effect, or another doubt; inactive = no such curve, though single readings can be large; an effect the other way counts as inactive or inconclusive. Potency is read from the fitted curve at half-maximal effect.
SMILES,TGFb SMAD3 inh,Nrf2 block,A549 viability,MCF10A rereplic,ATXN2 expr inh,S2 tox,EPAC2 antag,Nrf2 ARE act,HepG2 tox
CN(C)C(=O)CCC(=O)N1CCCC(C(=O)c2ccc3c4c(cccc24)CC3)C1 (centres undefined),0%,1%,-8%,25%,-1%,i,3%,2.8%,-3%
CC1CCC(NC(=O)COC(=O)CSc2ccc(C(N)=O)cc2[N+](=O)[O-])CC1 (centres undefined),-4%,-1%,-10%,1%,-7%,i,0%,2.8%,-19%
Cc1ccc(S(=O)(=O)N2CCc3ccccc3C2CN2C(=O)c3ccccc3C2=O)cc1 (centres undefined),0%,-29%,-5%,21%,0%,i,-2%,0.4%,-22%
COc1ccccc1-c1nnc(SCC(=O)NC2CCCCC2)o1,-2%,?,5%,-2%,4%,i,0%,7.0%,-13%
O=C(CCN1C(=O)[C@@H]2Cc3ccccc3CN2C1=O)N[C@@H](C(=O)O)c1ccccc1,18%,5%,1%,-1%,2%,i,5%,-1.0%,-17%
Cc1cccc(C)c1-n1nnnc1C1(C)CCC(=O)N1Cc1cccnc1 (centres undefined),nt,nt,nt,nt,3%,i,-5%,-0.3%,nt
COc1ccc(C2CC=C(C(C)=O)CN2S(=O)(=O)c2ccc(C)cc2)cc1 (centres undefined),-21%,nt,nt,nt,-14%,i,-7%,7.6%,-17%
O=C(CSc1nc(O)cc(=O)[nH]1)N1CCCc2ccccc21,13%,-12%,2%,-1%,5%,i,-6%,-0.2%,-1%
CCc1nc2ccc(C(=O)Nc3ccc(NC(C)=O)cc3)cn2c1N(CCC(C)C)CCN(C)C,4%,nt,nt,nt,4%,i,26%,1.0%,-28%
Cc1ccc(S(=O)(=O)CCC(O)c2ccc(Cl)cc2)cc1 (centres undefined),-9%,4%,2%,7%,6%,i,-5%,-0.8%,-10%
NC(=O)NOCc1c(Cl)cccc1Cl,5%,-22%,-2%,-2%,-2%,i,7%,0.5%,15%
Cc1c(C(=O)Nc2cccc(S(=O)(=O)N3CCOCC3)c2)oc2ccccc12,-1%,1%,-17%,4%,8%,i,-7%,7.1%,-12%
N=C1SCC(=O)N1/N=C/c1ccccc1,0%,12%,-1%,23%,18%,i,10%,2.8%,-14%
Cc1cc(OCC(=O)OCC(=O)Nc2ccc(Cl)cn2)ccc1Cl,14%,9%,2%,-6%,8%,i,-20%,-0.6%,-5%
O=C(NCc1ccc(Cl)cc1)C1CCN(S(=O)(=O)c2ccccc2)CC1,?,-15%&10%,2%&7%,-9%,-10%&0%,i,0%,-0.7%&-0.1%,14%&-24%
Cc1ccccc1C(=O)N1CCCCC1CCN1CCCCC1 (centres undefined),-19%,10%,5%,nt,nt,nt,nt,-1.1%,0%
O=C(Nc1cc(S(=O)(=O)N2CCCCCC2)ccc1OCC(F)(F)F)c1ccc(=O)[nH]c1,11%,-1%,1%,1%,5%,i,6%,4.7%,0%
O=C(c1ccccc1)c1c[nH]c(C(=O)NNc2cccc(Cl)n2)c1,-9%,-4%,-10%,2%,-4%,i,7%,-0.1%,-1%
Cn1c(=O)c2c(-c3ccccc3)n(Cc3ccccn3)cc2n(C)c1=O,6%,4%,-5%,0%,-5%,i,-23%,0.1%,3%
C[C@@H]1CN([C@@H](C)CO)C(=O)CCCn2cc(nn2)CO[C@H]1CN(C)C(=O)CCCN(C)C,-2%,nt,nt,nt,1%,i,7%,-1.7%,-6%
O=C(CSc1nnc(-c2ccc(Br)cc2)o1)Nc1cccc(C(=O)O)c1,13%,?,3%,3%,?,i,-12%,-3.2%,7%
CN(C(=O)c1ccccc1C(=O)OCC(=O)c1ccccc1)c1ccccc1,-2%,3%,1%,9%,1%,i,-5%,0.8%,4%
Cc1ccc2nc(-c3ccc(Br)cc3)cn2c1,0%,nt,-6%,6%,-79%,i,-14%,-1.7%,-3%
O=C(COC(=O)c1ccc(O)cc1)c1ccc2c(c1)OCCO2,-7%,11%,1%,2%,14%,i,-16%,2.2%,-12%
S=C(Nc1ccccc1)N1CCN(Cc2ccccc2)CC1,-4%,-4%,-1%,-9%,-4%,i,-6%,-0.1%,12%
# Next structures follow.
SMILES,TGFb SMAD3 inh,Nrf2 block,A549 viability,MCF10A rereplic,ATXN2 expr inh,S2 tox,EPAC2 antag,Nrf2 ARE act,HepG2 tox
CC(C)[C@@H](C(=O)O)N(Cc1cccc(CN([C@H](C(=O)O)C(C)C)S(C)(=O)=O)c1)S(C)(=O)=O,-5%,6%,0%,9%,3%,i,11%,0.3%,-1%
COCCNC(=O)CN(C(=O)Cn1nnc2ccccc21)c1ccc(C)cc1,-17%,-19%,1%,-24%,4%,?,1%,-0.3%,-22%
Cc1cccc(OCCC(=O)OCC(=O)Nc2c(C)nn(-c3ccccc3)c2C)c1,0%,1%,-1%,2%,7%,?,-2%,0.3%,-2%
CCCc1c(C(=O)Nc2ccc(F)cc2F)cnn1-c1ccccc1,8%,19%,0%,2%,nt,i,3%,8.6%,2%
C=CCn1c(=NC(=O)c2ccc(S(=O)(=O)N3CCCC3)cc2)sc2cc(NC(C)=O)ccc21,10%,-16%,-6%,9%,2%,i,19%,0.6%,-8%
CC1(C)CC(=O)C(N=Nc2c(F)cccc2F)=C(O)C1,-3%,1%,-2%,7%,-4%,i,9%,6.5%,-11%
CCc1ccccc1NC(=O)COC(=O)C1C2CC3OC(=O)C1C3C2 (centres undefined),-10%,6%,2%,-16%,1%,i,7%,0.0%,-6%
Cc1ccc(/C=C2/C(=N)N3N=C(CC(=O)N4CCCC4)SC3=NC2=O)cc1,12%,0%,5%,-4%,nt,i,-3%,0.3%,-10%
CCc1nn(CC(=O)N2CCN(CC)CC2)c(=O)c2cc3sccc3n12,-3%,13%,20%,1%,4%,i,1%,2.2%,-18%
Cc1cc(C)c(C)c(S(=O)(=O)NCc2ccncc2)c1C,-8%,13µM*,-18%,?,?,i,-7%,0.1%,-10%
CCOC(=O)C1CCN(C(=O)COC(=O)c2nc3nc(C)cc(C)n3n2)CC1,3%,2%,5%,4%,-1%,i,3%,-0.1%,58%
Cc1nc2cc(NC(=O)NCc3ccco3)ccc2n1C,2%,21%,1%,-7%,15%,i,0%,0.3%,-7%
Cc1ccc(C(=O)Nc2nc(C(N)C(C)C)cs2)cc1 (centres undefined),-1%,nt,nt,nt,14%,i,0%,6.9%,-30%
CC(C)(C)n1nnnc1C(c1ccccc1)N1CCN(C(=O)c2ccco2)CC1 (centres undefined),nt,nt,nt,nt,15%,i,1%,0.1%,nt
COCc1cc(C)n(CC(=O)N2CCCC2)c(=O)c1C#N,1%,6%,12%,-5%,4%,i,2%,-0.9%,24%
COc1ccc(Cl)cc1N(CC(=O)Nc1cccc(SC)c1)S(C)(=O)=O,-5%,1%,3%,5%,-3%,i,-5%,-0.1%,-12%
COc1cc(N)c(Cl)cc1C(=O)OCC(=O)N(C)C1CCCCC1,12%,3%,-3%,-2%,6%,i,0%,0.4%,-1%
O=C1CCCN2N=C(SCC(=O)Nc3ccc(Cl)cc3)SC2=N1,15%,?,-4%,?,-21%,i,7%,1.8%,2%
Cc1ccc(S(=O)(=O)NNC(=O)C(=O)NNS(=O)(=O)c2ccc(C)cc2)cc1,0%,-1%,5%,3%,4%,i,3%,-0.1%,5%
CC1Cc2cc(S(=O)(=O)N3CCC(C(=O)Nc4ccccn4)CC3)ccc2N1C(=O)C1CCC1 (centres undefined),-3%,15µM*,-12%,11%,-15%,i,-7%,3.1%,-17%
COc1ccc(Nc2nc(N)nc(CCl)n2)cc1,0%,10%,-8%,?,nt,?,7%,?,-49%
O=C(COC(=O)CCNS(=O)(=O)c1ccc(Cl)cc1)NCc1ccco1,-14%,4%,-2%,-1%,-9%,i,0%,-0.7%,-20%
Cc1nc(NC(=O)CSc2nnc(-c3ccccc3)c(-c3ccccc3)n2)c(Cl)cc1Cl,-17%,25%,1%,5%,-2%,i,13%,5.6%,-26%
Cc1occc1-c1nnc(SCC(=O)NC(C)(C)C)n1CC(C)C,-6%,6%,-4%,-9%,0%,i,-3%,-1.8%,-6%
Cc1ccc2oc(C(Cl)(Cl)Cl)cc(=O)c2c1,?,1%,?,-8%,?,?,0%,22µM*,-30%

# 2 compounds from above, showing only ATXN2 expr inh, EPAC2 antag and A549 viability.
Structure	ATXN2 expr inh	EPAC2 antag	A549 viability
COc1ccc(Cl)cc1N(CC(=O)Nc1cccc(SC)c1)S(C)(=O)=O	-3%	-5%	3%
COc1cc(N)c(Cl)cc1C(=O)OCC(=O)N(C)C1CCCCC1	6%	0%	-3%

# Next structures follow.
SMILES,TGFb SMAD3 inh,Nrf2 block,A549 viability,MCF10A rereplic,ATXN2 expr inh,S2 tox,EPAC2 antag,Nrf2 ARE act,HepG2 tox
Cc1cc[n+](-c2[nH]c(=O)sc2/C=N/NC(=O)c2ccccc2[O-])cc1C,-7%,4%,?,-3%,5%,i,2%,0.0%[9.22 µM],12%
CCOc1ccc2[nH]cc(S(=O)(=O)c3ccc(C)cc3)c(=O)c2c1,-4%,-25%,0%,7%,-4%,i,5%,0.1%,-20%
COc1cccc(C(C#N)N2CCOCC2)c1 (centres undefined),5%,?,-1%,1%,18%,i,30%[activator],2.0%,0%
O=C(/C=C/c1ccccc1)Nc1ccc(N2CCCCC2)cc1,0%,?,2%,4%,-4%,?,15%,0.0%,-21%
Cc1ccc(N2CSC3=C(C#N)C(c4cccs4)CC(=O)N3C2)cc1 (centres undefined),1%,?,-13%,3%,25%,i,1%,0.3%,-20%
CCc1ccc2[nH]c(=O)c(CN(CCO)C(=O)NCc3ccccc3)cc2c1,?,-3%,-3%,0%,-5%,?,10%,4.5%,-2%
Cc1nnc(SCC(=O)NC2CCCCCC2)n1C,-12%,9%,-3%,3%,4%,i,2%,-0.2%,1%

# Four entries out of the list above, sorted by the value under Nrf2 block, ascending:
Compound | Nrf2 block | EPAC2 antag | Nrf2 ARE act
CCOc1ccc2[nH]cc(S(=O)(=O)c3ccc(C)cc3)c(=O)c2c1 | -25% | 5% | 0.1%
CCc1ccc2[nH]c(=O)c(CN(CCO)C(=O)NCc3ccccc3)cc2c1 | -3% | 10% | 4.5%
Cc1cc[n+](-c2[nH]c(=O)sc2/C=N/NC(=O)c2ccccc2[O-])cc1C | 4% | 2% | 0.0%[9.22 µM]
Cc1nnc(SCC(=O)NC2CCCCCC2)n1C | 9% | 2% | -0.2%

# Some of the compounds tested, so the mix of outcomes need not match the whole.
